Bioassay records as filed in PubChem.
Mtb BioA inh: M. tuberculosis BioA enzyme inhibitors, primary screen, biochemical, plate reader, single point, HTS; purified M. tuberculosis BioA enzyme; 7,8-diaminopelargonic acid synthase BioA (Mycobacterium tuberculosis); inhibition, % at 9.99 µM; actives 0.096% (n = 360,000); in the data active = inhibition above about 40%
TcdB inh: TcdB glycohydrolase inhibitors, primary screen, biochemical, single point, plate reader; actives 0.24% (n = 350,000); TcdB glycohydrolase enzymatic assay; inhibition, % at 9.99 µM; Toxin B (Clostridioides difficile), P18177; in the data active = inhibition above about 10%
Starred values were filed as active, the others as inactive. These rows are one share of the data; rates above refer to the full screens.

The opening 2 compounds, ahead of the listing:
Screening CC(C)NC(=O)N1C[C@H]2[C@@H](c3ccccc31)[C@@H](CO)N2Cc1ccc(Cl)cc1 returned Mtb BioA inh -4.5 and TcdB inh -0.4.
CCC(=O)N(C)C[C@H]1Oc2cc(-c3ccncc3)ccc2S(=O)(=O)N([C@H](C)CO)C[C@@H]1C was read as Mtb BioA inh 0.3 and TcdB inh 0.0.

The whole of this part (from the top)
Screening CC(C)NC(=O)N1C[C@H]2[C@@H](c3ccccc31)[C@@H](CO)N2Cc1ccc(Cl)cc1 returned Mtb BioA inh -4.5 and TcdB inh -0.4.
CCC(=O)N(C)C[C@H]1Oc2cc(-c3ccncc3)ccc2S(=O)(=O)N([C@H](C)CO)C[C@@H]1C was read as Mtb BioA inh 0.3 and TcdB inh 0.0.
`COc1cccc(-c2ccc3c(c2)[C@@H]2[C@@H](CCN2C(=O)c2cccc(F)c2)[C@@H](CO)N3)c1` gave Mtb BioA inh -2.1 and TcdB inh 0.4.
`Cc1cccc(S(=O)(=O)N2C[C@H](O)COC[C@@H]3O[C@H](CC(=O)Nc4ccc(-c5ccccc5)cc4)CC[C@H]32)c1` gave Mtb BioA inh 0.2 and TcdB inh -0.4.
For C[C@@H]1CN([C@@H](C)CO)C(=O)c2cccc(NS(=O)(=O)c3cn(C)cn3)c2O[C@H]1CN(C)Cc1ccc(C(=O)O)cc1 the results were Mtb BioA inh -3.5 and TcdB inh -0.4.
For C[C@@H]1CCCCO[C@@H](CN(C)C)[C@H](C)CN([C@H](C)CO)C(=O)c2cc(NC(=O)Nc3ccc(C(F)(F)F)cc3)ccc2O1 the results were Mtb BioA inh 3.7 and TcdB inh 1.5.
Screening C[C@@H]1CN([C@@H](C)CO)C(=O)Cc2cc(NC(=O)Cn3cnnn3)ccc2O[C@H]1CN(C)CC1CC1 returned Mtb BioA inh 5.0 and TcdB inh -0.5.
C[C@@H]1CN([C@H](C)CO)C(=O)c2cc(NC(=O)Cc3ccccc3)ccc2O[C@@H]1CN(C)C(=O)NC1CCCCC1 was read as Mtb BioA inh -1.4 and TcdB inh -0.9.
C[C@@H]1CN([C@H](C)CO)C(=O)Cc2cc(NC(=O)CCCN(C)C)ccc2O[C@H]1CN(C)CC1CCCCC1 was read as Mtb BioA inh 3.1 and TcdB inh 0.8.
CO[C@H](CN(C)C(=O)Nc1ccc(F)cc1)[C@@H](C)CN(Cc1ccccc1Cl)[C@@H](C)CO was read as Mtb BioA inh 6.4 and TcdB inh 0.0.
Screening C[C@@H]1CCCCO[C@@H](CN(C)Cc2ccc(C(=O)O)cc2)[C@@H](C)CN([C@H](C)CO)C(=O)c2cc(NC(=O)c3ccccc3)ccc2O1 returned Mtb BioA inh 0.3 and TcdB inh 0.2.
Screening CCNC(=O)C[C@@H]1CC[C@H]2[C@@H](COC[C@@H](O)CN2C(=O)C2CCCC2)O1 returned Mtb BioA inh -0.8 and TcdB inh 0.2.
Screening C[C@H](NC(=O)[C@@H]1N[C@@H]2c3ccc(-c4cncnc4)c(=O)n3C[C@@H]2[C@H]1CO)c1ccccc1 returned Mtb BioA inh -0.6 and TcdB inh -1.0.
For CCC(=O)N1C[C@@H](C)[C@@H](OC)CN(C)C(=O)c2cc(NC(=O)C3CCOCC3)ccc2OC[C@@H]1C the results were Mtb BioA inh -0.5 and TcdB inh 0.6.
Screening CO[C@H]1CN(C)C(=O)c2ccc(NC(C)=O)cc2OC[C@@H](C)N(CCC(F)(F)F)C[C@H]1C returned Mtb BioA inh 1.9 and TcdB inh 0.7.
Screening O=C(O)[C@@H]1[C@@H](CO)[C@@H]2Cn3c(ccc(-c4ccccc4)c3=O)[C@H]1N2S(=O)(=O)c1ccccc1F returned Mtb BioA inh -2.5 and TcdB inh -0.6.
Screening C[C@@H]1CN([C@H](C)CO)C(=O)Cc2cc(NC(=O)Nc3ccccc3)ccc2O[C@H]1CN(C)S(=O)(=O)c1ccc(F)cc1 returned Mtb BioA inh 0.0 and TcdB inh -1.5.
COc1ccc(-c2cnc3c(c2)C(=O)N([C@H](C)CO)C[C@@H](C)[C@@H](CN(C)C(=O)C2CCCCC2)O3)cc1 was read as Mtb BioA inh 2.2 and TcdB inh 0.9.
Screening CCCNC(=O)N1C[C@H]2[C@@H](c3ccccc31)[C@@H](CO)N2CC1CCCC1 returned Mtb BioA inh 1.8 and TcdB inh -1.4.
`O=C(Nc1ccccc1)N1C[C@H]2[C@@H](c3ccccc31)[C@@H](CO)N2CC1CCCC1` gave Mtb BioA inh -3.5 and TcdB inh -0.8.
Screening O=C(C[C@H]1CC[C@H]2[C@@H](COC[C@@H](O)CN2Cc2ccc(Oc3ccccc3)cc2)O1)N1CCOCC1 returned Mtb BioA inh 2.6 and TcdB inh 0.9.
O=C(N[C@@H]1CC[C@@H](CCn2cc(-c3cccnc3)nn2)O[C@@H]1CO)c1ccccc1F was read as Mtb BioA inh 0.9 and TcdB inh 0.9.
For C[C@@H]1CN([C@@H](C)CO)C(=O)c2cc(NC(=O)C3CC3)ccc2O[C@H]1CN(C)CC1CCCCC1 the results were Mtb BioA inh 0.6 and TcdB inh -3.0.
Screening COc1ccc(CN(C)C[C@@H]2OCCCC[C@H](C)Oc3ccc(NC(=O)Nc4ccc(OC)cc4)cc3C(=O)N([C@H](C)CO)C[C@H]2C)cc1 returned Mtb BioA inh -0.2 and TcdB inh 1.1.
For Cc1ccc(-c2cnc3c(c2)C(=O)N([C@H](C)CO)C[C@H](C)[C@H](CN(C)C)O3)cc1 the results were Mtb BioA inh -1.5 and TcdB inh 0.1.
For Cc1ccc(S(=O)(=O)N(C)C[C@H]2OCCCC[C@H](C)Oc3ccc(NC(=O)NC(C)C)cc3C(=O)N([C@H](C)CO)C[C@H]2C)cc1 the results were Mtb BioA inh 1.2 and TcdB inh 0.7.
`C[C@H](CO)N1C[C@H](C)[C@H](CN(C)C(=O)c2cccnc2)Oc2ncc(Br)cc2C1=O` gave Mtb BioA inh 0.8 and TcdB inh 0.3.
`CN(C)CC(=O)N[C@H]1C=C[C@@H](CC(=O)NCc2ccc(Cl)cc2)O[C@H]1CO` gave Mtb BioA inh -1.0 and TcdB inh 0.5.
For C[C@@H]1CN([C@H](C)CO)C(=O)c2cc(N(C)C)ccc2O[C@@H](C)CCCCO[C@@H]1CN(C)C(=O)c1ccncc1 the results were Mtb BioA inh 1.0 and TcdB inh -23.6.
For CNC[C@H]1Oc2ccc(NS(=O)(=O)c3ccc(C)cc3)cc2CC(=O)N([C@@H](C)CO)C[C@@H]1C the results were Mtb BioA inh 0.9 and TcdB inh -2.3.
Screening C[C@@H]1CN([C@H](C)CO)C(=O)Cc2cc(NS(=O)(=O)c3cn(C)cn3)ccc2O[C@H]1CN(C)S(=O)(=O)c1ccccc1 returned Mtb BioA inh -2.7 and TcdB inh -2.4.
Screening O=C(C[C@@H]1C[C@H]2c3cc(NC(=O)NC4CCCC4)ccc3O[C@H]2[C@H](CO)O1)NCc1ccc(-c2ccccc2)cc1 returned Mtb BioA inh 0.3 and TcdB inh -2.0.
`C[C@H](CO)N1C[C@H](C)[C@H](CN(C)Cc2ccc(Cl)c(Cl)c2)Oc2ccc(NC(=O)C3CCCCC3)cc2C1=O` gave Mtb BioA inh -1.6 and TcdB inh -1.2.
`CNC[C@@H]1OCCCC[C@H](C)Oc2ccc(NC(=O)Nc3ccc(F)cc3)cc2C(=O)N([C@H](C)CO)C[C@@H]1C` gave Mtb BioA inh -1.1 and TcdB inh -0.1.
Screening COc1ccc(CN(C)C[C@H]2OCCCC[C@@H](C)Oc3ccc(NS(=O)(=O)c4c(C)noc4C)cc3C(=O)N([C@@H](C)CO)C[C@H]2C)cc1 returned Mtb BioA inh 1.1 and TcdB inh -0.1.
`C[C@H]1CN([C@@H](C)CO)S(=O)(=O)c2ccc(-c3cccc(F)c3)cc2O[C@H]1CN(C)S(=O)(=O)c1ccc(F)cc1` gave Mtb BioA inh 0.0 and TcdB inh 0.0.
COc1ccc(C(=O)Nc2ccc3c(c2)C(=O)N(C)[C@H]2CC[C@@H](CC(=O)NCC4CC4)O[C@@H]2CO3)cc1 was read as Mtb BioA inh -1.4 and TcdB inh -0.1.
`Cc1ccc(S(=O)(=O)Nc2cccc3c2O[C@@H](CN(C)C(=O)Nc2ccc(F)cc2)[C@@H](C)CN([C@H](C)CO)C3=O)cc1` gave Mtb BioA inh 2.1 and TcdB inh 2.6.
For C[C@@H]1CN([C@H](C)CO)C(=O)c2cccc(NC(=O)C3CCOCC3)c2O[C@H]1CN(C)Cc1ccccc1 the results were Mtb BioA inh -1.6 and TcdB inh 0.9.
Screening C[C@@H]1CCCCO[C@H](CN(C)C(=O)NC2CCCCC2)[C@@H](C)CN([C@H](C)CO)C(=O)c2cc(N(C)C)ccc2O1 returned Mtb BioA inh -0.5 and TcdB inh -4.2.
Cc1cccc(S(=O)(=O)N2C[C@H]3[C@@H](c4ccccc42)[C@@H](CO)N3Cc2cccnc2)c1 was read as Mtb BioA inh -5.9 and TcdB inh -0.8.
`O=C(Cc1cccnc1)N1[C@H](CO)[C@@H]2c3ccccc3NC[C@@H]21` gave Mtb BioA inh 5.2 and TcdB inh -1.1.
Screening COc1cccc(NC(=O)N[C@@H]2C=C[C@H](CC(=O)N3CCCCC3)O[C@H]2CO)c1 returned Mtb BioA inh 0.4 and TcdB inh -0.5.
C[C@H](CO)N1C[C@H](C)[C@@H](CN(C)Cc2ccc(C(=O)Nc3ccccc3N)cc2)Oc2ccc(NC(=O)Cn3cnnn3)cc2CC1=O was read as Mtb BioA inh 6.0 and TcdB inh -0.4.
COCC#Cc1ccc2c(c1)O[C@@H](CN(C)CC1CCCC1)[C@H](C)CN([C@H](C)CO)S2(=O)=O was read as Mtb BioA inh 0.5 and TcdB inh -0.7.
For O=C(N[C@@H]1CC[C@H](CCNC(=O)C2CCCC2)O[C@H]1CO)c1ccccn1 the results were Mtb BioA inh 3.8 and TcdB inh 1.6.
C[C@H]1CN([C@@H](C)CO)C(=O)c2cc(NC(=O)Nc3ccc4c(c3)OCO4)ccc2O[C@@H]1CN(C)CC1CCCCC1 was read as Mtb BioA inh 0.8 and TcdB inh -2.6.
Screening CO[C@@H]1CN(C)C(=O)c2cc(NC(=O)C3CC3)ccc2OC[C@H](C)NC[C@H]1C returned Mtb BioA inh -3.0 and TcdB inh -1.2.

Reprinted at random: 4 entries already listed
`CNC[C@@H]1OCCCC[C@H](C)Oc2ccc(NC(=O)Nc3ccc(F)cc3)cc2C(=O)N([C@H](C)CO)C[C@@H]1C` gave Mtb BioA inh -1.1 and TcdB inh -0.1.
`COc1cccc(-c2ccc3c(c2)[C@@H]2[C@@H](CCN2C(=O)c2cccc(F)c2)[C@@H](CO)N3)c1` gave Mtb BioA inh -2.1 and TcdB inh 0.4.
For C[C@@H]1CN([C@@H](C)CO)C(=O)c2cc(NC(=O)C3CC3)ccc2O[C@H]1CN(C)CC1CCCCC1 the results were Mtb BioA inh 0.6 and TcdB inh -3.0.
Cc1cccc(S(=O)(=O)N2C[C@H]3[C@@H](c4ccccc42)[C@@H](CO)N3Cc2cccnc2)c1 was read as Mtb BioA inh -5.9 and TcdB inh -0.8.

(cont.)
For Cc1noc(C)c1NC(=O)N(C)C[C@@H]1Oc2ccc(NC(=O)Cc3cn(C)c4ccccc34)cc2CC(=O)N([C@@H](C)CO)C[C@@H]1C the results were Mtb BioA inh -2.4 and TcdB inh -1.3.
`C[C@@H](NC(=O)C[C@@H]1C[C@H]2c3cc(NC(=O)CN(C)C)ccc3O[C@H]2[C@H](CO)O1)c1ccccc1` gave Mtb BioA inh 0.1 and TcdB inh -0.4.
For CN(C)CC(=O)N1[C@@H]2c3ccc(-c4ccccc4)c(=O)n3C[C@H]1[C@H](CO)[C@H]2C(=O)N1CCN(C)CC1 the results were Mtb BioA inh -0.1 and TcdB inh 0.1.
C[C@@H]1CN([C@@H](C)CO)C(=O)CCCn2nncc2CO[C@@H]1CN(C)C(=O)Nc1cccc(F)c1 was read as Mtb BioA inh -1.1 and TcdB inh -0.2.
Screening Cc1noc(C)c1NC(=O)Nc1cccc2c1O[C@H](CN(C)Cc1ccc3c(c1)OCO3)[C@H](C)CN([C@@H](C)CO)C2=O returned Mtb BioA inh -2.0 and TcdB inh -0.3.
O=C(Nc1ccccc1)N1CCCCN2[C@H](CO)[C@@H](c3ccc(-c4ccccc4)cc3)[C@@H]2C1 was read as Mtb BioA inh -3.3 and TcdB inh 0.0.
For C[C@@H]1CCCCO[C@@H](CN(C)C(=O)CCC(F)(F)F)[C@@H](C)CN([C@H](C)CO)C(=O)c2cc(NC(=O)Nc3ccc(F)cc3)ccc2O1 the results were Mtb BioA inh -1.4 and TcdB inh -1.1.
Screening C[C@H]1CN([C@@H](C)CO)C(=O)c2cc(NC(=O)CCN3CCOCC3)ccc2O[C@@H]1CN(C)Cc1ccc(C(F)(F)F)cc1 returned Mtb BioA inh -0.7 and TcdB inh -0.4.
Screening C[C@@H]1CN([C@@H](C)CO)C(=O)c2cc(C#Cc3cccnc3)cnc2O[C@H]1CN(C)Cc1ccccc1 returned Mtb BioA inh 12.7 and TcdB inh 0.4.
For CNC[C@H]1OCCCC[C@@H](C)Oc2ccc(NC(=O)CCC(F)(F)F)cc2C(=O)N([C@H](C)CO)C[C@H]1C the results were Mtb BioA inh -0.9 and TcdB inh -0.1.
Screening C[C@@H]1CN([C@@H](C)CO)C(=O)c2cc(C#Cc3ccc(F)cc3)cnc2O[C@H]1CN(C)C(=O)c1ccccc1F returned Mtb BioA inh 1.6 and TcdB inh -0.6.
C[C@@H]1CN([C@H](C)CO)C(=O)c2cc(C#CCc3ccccc3)cnc2O[C@H]1CN(C)CC1CCOCC1 was read as Mtb BioA inh 2.9 and TcdB inh 0.9.
`C[C@@H]1CCCCO[C@@H](CN(C)CC2CC2)[C@@H](C)CN([C@H](C)CO)C(=O)c2cc(NC(=O)c3ccccc3)ccc2O1` gave Mtb BioA inh 0.0 and TcdB inh 0.4.
